IMPase Li inh = cell-permeable IMPase inhibitors with lithium potentiation. CHO-M1 cells, IP1 TR-FRET (IP-One), carbachol + lithium. Potency, µM (top dose mostly 59.4 µM), without a hit: top-dose activity, negative = IMPase inhibition, actives largely listed as inhibitors. actives 0.35% (n = 210,000);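 further: IP1 builds up when IMPase is blocked and the TR-FRET signal falls; potency means the concentration at half of the fitted maximal effect; plate controls were basal vehicle for no effect and high inhibitor control for full effect; nearly all actives have a fitted effect of over 50% in size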
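Readout is a homogeneous TR-FRET IP1 immunoassay (Ex 320, Em 665 and 620), where raised cytosolic IP1 lowers signal. Cells were CHO-M1 treated 30 min at 37C with test compounds plus a little lithium; AC50 values came from Hill-equation fitting.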
Luc counter = Kinase-Glo luciferase inhibition (counter-screen) | actives 0.28% (n = 200,000) | Q27757 | AID 1379 | Kinase-Glo luciferase, ATP luminescence, 8 min | Potency, µM (highest dose often 38.3 µM), inactives show top-dose activity change, negative = inhibition, hits mostly inhibitors; further: potency means the concentration at half of the fitted maximal effect; on the % scale 0 is the no-effect control and ±100 the full control effect; nearly all actives have a fitted effect of over 60% in size
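Compound is pinned into ATP-containing buffer (10 uM ATP, imidazole pH 7.2, 7 mM MgCl2). Kinase-Glo luciferase reagent is then added. Light output is recorded following an 8-min room-temperature incubation.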
HTT ATP protect = cytoprotection in Huntington HTT-Q103 PC12 cell model; PC12 HTT-Q103 induced, cytoprotection, ATP luminescence, 40 h; Potency, µM (doses to about 56.4 µM), for the others: cytoprotection (ATP increase), hits mostly activators; actives 0.14% (n = 230,000); AID 1471;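 further: potency means the concentration at half of the fitted maximal effect; % of control where 0% means no effect; nearly all actives have a fitted effect of over 45% in size; toxic huntingtin expression switched on by the ecdysone agonist tebufenozide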
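Stable PC12 Q103-GFP cells in serum-supplemented, phenol red-free DMEM; induction by tebufenozide at 100 nM final; compound dose series; cell viability quantified luminescently from ATP.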
CBFb RUNX1 block = inhibitors of human CBF-beta and RUNX1 interaction | AlphaScreen CBFb-His/RUNX1-biotin binding, biochemical | Potency, µM (doses to about 59.8 µM), for inactives: top-dose activity, negative = inhibition, most hits filed as inhibitors | 230,000 tested, under 10 active; further: % of control where 0% means no effect
Target sequence (Q01196 whole entry, looked up): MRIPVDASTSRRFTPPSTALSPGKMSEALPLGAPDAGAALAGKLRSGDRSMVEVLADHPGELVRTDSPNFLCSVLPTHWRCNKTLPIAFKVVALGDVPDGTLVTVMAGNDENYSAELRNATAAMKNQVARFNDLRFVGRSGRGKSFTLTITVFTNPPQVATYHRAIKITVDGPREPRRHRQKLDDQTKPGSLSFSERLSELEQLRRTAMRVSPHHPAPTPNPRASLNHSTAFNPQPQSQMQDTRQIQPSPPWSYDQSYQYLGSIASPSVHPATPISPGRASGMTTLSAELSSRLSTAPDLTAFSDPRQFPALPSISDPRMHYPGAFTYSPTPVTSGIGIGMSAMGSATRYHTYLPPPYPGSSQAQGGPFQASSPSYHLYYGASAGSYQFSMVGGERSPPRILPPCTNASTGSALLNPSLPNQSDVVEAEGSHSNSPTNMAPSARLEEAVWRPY
Target sequence (Q13951 whole entry, looked up): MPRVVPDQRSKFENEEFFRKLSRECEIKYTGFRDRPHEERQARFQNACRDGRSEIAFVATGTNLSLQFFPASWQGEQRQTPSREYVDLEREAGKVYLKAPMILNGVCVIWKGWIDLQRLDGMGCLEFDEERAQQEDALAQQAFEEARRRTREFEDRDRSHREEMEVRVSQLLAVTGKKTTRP
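Proteins preincubated together for 20 min at RT before compound addition; 15 min later, nickel and streptavidin beads were added and left 90 min prior to AlphaScreen measurement.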
SMN2 splice up = increases expression of the SMN2 splice variant; HEK293 SMN2-luciferase splicing reporter, luminescence, 30-36 h; Potency, µM (series often up to 46.1 µM), for inactives: at the top dose activity change, positive = activation, hits mostly activators; actives 2.8% (n = 210,000); further: potency means the concentration at half of the fitted maximal effect; % of control where 0% means no effect; nearly all actives have a fitted effect of over 55% in size
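qHTS luciferase splicing reporter: luminescence rises when SMN2 exon 7 is included in transfected HEK293 cells. Compound exposure lasted 30-36 h at 37C, with 4.5 mM final sodium butyrate as control, followed by a ONE-Glo read.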
Lamin A splicing = LMNA splicing modulation. HeLa LMNA splicing GFP/RFP minigene ratio, 48 h. Potency, µM (series often up to 46.1 µM), for inactives: at the top dose ratio change, negative = inhibition, most hits filed as inhibitors. actives 0.01% (n = 200,000). AID 1487; active means well fitted inhibition curve with a large enough effect in the signal ratio, with a control signal flat, not every such curve was filed as active; inconclusive means small, poorly fitted or top-dose-only effect, or effect the other way, or a change in a side signal; the % refers to the signal ratio; further: potency means the concentration at half of the fitted maximal effect; on the % scale 0 is the no-effect control and ±100 the full control effect
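S3 HeLa cells stably expressing lamin A-EGFP splicing minigene plus DsRed2, 600 cells/well, 48 h compound exposure at 37C. Laser-scanning cytometry; analysed as GFP (500-530 nm)/RFP (575-640 nm) total intensity ratio; 0.5% DMSO vehicle.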
HTT aggregate = reduces HttQ103-GFP aggregates in PC12 cells; PC12 HttQ103-GFP aggregates, Acumen cytometry, 40 h; Potency, µM (doses to about 46.1 µM), without a hit: at the top dose activity change, negative = inhibition, most hits filed as inhibitors; actives 1.1% (n = 220,000); AID 1688; further: potency means the concentration at half of the fitted maximal effect; on the % scale 0 is the no-effect control and ±100 the full control effect; nearly all actives have a fitted effect of over 60% in size
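Multiplexed with ATP-based cell death, this channel scores GFP aggregates in PC12 cells expressing inducible HTTex1-Q103-GFP. Induction used 100 nM tebufenozide; compounds were tested in concentration series.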
An asterisk follows results filed as active; ? = inconclusive; . = not tested or not shown; [ ] = another dose, or the depositor's remark. Unless noted, the call rests on the fitted dose curve; in most records, active means well fitted curve in the direction sought with a large enough effect; inconclusive means small, poorly fitted or top-dose-only effect, or another doubt; inactive means no such curve, though single readings can be large; an effect the other way counts as inactive or inconclusive. Rows are unselected. Share with any hit: about 4%.

SMILES	IMPase Li inh	Luc counter	HTT ATP protect	CBFb RUNX1 block	SMN2 splice up	Lamin A splicing	HTT aggregate
Cc1ccc(CN2C(=O)CCC2C(=O)N2CCN(c3ccccc3)CC2)cc1 (stereo not given)	1.5%	2.1%	-20.7%	3.9%	10.5%	.	-11.2%
Cc1cc(C)n(C(=O)c2sc3cc(F)ccc3c2Cl)n1	-10.4%	-2.4%	-6.7%[10 µM]	17.0%	-10.6%	-7.2%	-7.8%
CC1CCN(CCCNC(=O)c2n[nH]c(=O)c3ccccc23)CC1	8.0%[38.3 µM]	-1.0%	-8.3%	-3.3%	-1.1%	1.9%	8.1%
CCCCSc1nc2c(c(C(F)(F)F)c1C#N)CCC2	-18.1%[38.3 µM]	13.5%	-15.5%	5.3%	4.5%	9.3%	-17.6%
O=C(NCc1ccco1)Nc1cccc([N+](=O)[O-])c1	.	.	6.1%[10 µM]	13.8%	.	.	-3.1%[9.22 µM]
Cc1cccc(-c2nnc(SCC(=O)C(C)(C)C)n2C)c1	.	.	-6.1%[10 µM]	-1.7%	.	-11.9%[46 µM]	-0.9%[9.22 µM]
CCCCC/C=C\C/C=C\CCCCCCCCCC(N)=O	4.6%	-0.5%	-31.3%[inhibitor]	0.7%	9.5%	.	.
COCC1CCN(Cc2nc(Cc3ccccc3Cl)no2)CC1	-4.4%	.	9.5%[10 µM]	14.5%	.	.	-15.2%[9.22 µM]
Cc1cccc(Oc2nc(-c3ccncc3)nc3ccccc23)c1	.	.	17.1%[10 µM]	11.3%	.	.	-4.7%[9.22 µM]
COc1ccc(-c2nnc(S/C(=C/c3ccc(Cl)cc3)C(=O)O)o2)cc1	-6.8%	4.9%	-9.0%	0.2%	4.5%	-14.7%[46 µM]	-26.0%

By substructure: those above with fluorine.
SMILES	IMPase Li inh	Luc counter	HTT ATP protect	CBFb RUNX1 block	SMN2 splice up	Lamin A splicing	HTT aggregate
Cc1cc(C)n(C(=O)c2sc3cc(F)ccc3c2Cl)n1	-10.4%	-2.4%	-6.7%[10 µM]	17.0%	-10.6%	-7.2%	-7.8%
CCCCSc1nc2c(c(C(F)(F)F)c1C#N)CCC2	-18.1%[38.3 µM]	13.5%	-15.5%	5.3%	4.5%	9.3%	-17.6%

(cont.)
SMILES	IMPase Li inh	Luc counter	HTT ATP protect	CBFb RUNX1 block	SMN2 splice up	Lamin A splicing	HTT aggregate
COc1cc(/C=N/NC(=O)CC23CC4CC(CC(C4)C2)C3)cc(Br)c1OCC(=O)N(C)C	7.9%	0.4%	.	5.7%	-25.5%	?	-0.8%
COc1ccc(C2SCC(=O)N2c2c(C)n(C)n(-c3ccccc3)c2=O)cc1OC (stereo not given)	16.4%[38.3 µM]	-0.4%	-9.8%	5.1%	-20.8%	-0.7%	-2.6%
CC(C)(C)NC(=O)CSCc1ccc(Br)cc1	6.6%	0.0%	9.5%[10 µM]	7.1%	-4.3%	?	4.8%
CCOCCCn1c(=NC(C)=O)c(C#N)cc2c(=O)n3ccccc3nc21	.	.	24.0%[10 µM]	-5.3%	.	.	-6.0%[9.22 µM]
COC(=O)c1cnn2c(C(F)(F)F)cc(-c3ccco3)nc12	13.4%[38.3 µM]	-1.8%	9.4%[10 µM]	3.0%	-7.2%	0.5%	-1.1%
Cc1ccc(S(=O)(=O)N2CCOC2C(Cl)(Cl)Cl)cc1 (stereo not given)	.	.	6.5%[10 µM]	17.3%	.	.	-12.4%[9.22 µM]
CCCCn1c(CN2CCN(C(=O)OCC)CC2)nc2c1c(=O)[nH]c(=O)n2C	8.0%[38.3 µM]	-3.3%	-10.7%	-4.2%	-21.0%	6.6%	10.4%
CCN(CC)C(=O)Nc1cnc2ccccc2c1	2.9%[38.3 µM]	0.2%	-27.1%	1.9%	-4.1%	?	-1.6%
CC(=O)OCCn1c(C)[n+](CCOC(C)=O)c2cc(Cl)c(Cl)cc21	3.4%	0.8%	1.6%	2.2%	13.4%	.	-9.6%
Cc1cc(C(=O)OCC(=O)Nc2nc(-c3ccccc3)cs2)c(C)o1	-3.8%[38.3 µM]	3.7%	-14.0%[10 µM]	2.3%	-4.2%	25.5%	0.2%
Cc1csc(NC(=O)c2cccn2C)n1	-8.2%[38.3 µM]	?	-4.6%	-3.5%	15.8µM*	0.9%	10.9%
O=c1c2ccccc2nc(SCc2ccc([N+](=O)[O-])cc2)n1-c1ccc(Cl)cc1	11.8%	-1.4%	17.1%[10 µM]	-2.8%	-5.6%	-11.5%	-7.9%
Cn1cc(C(=O)c2ccc(F)cc2)cc1-c1nc2ccccc2n1C	25.0%[38.3 µM]	-1.3%	-20.5%	-9.2%	-76.7%[inhibitor]	?	-5.9%
O=C(O)c1cc2nc3c(c(C(F)(F)F)n2n1)CCc1ccccc1-3	-3.0%[38.3 µM]	-4.4%	-36.6%	-5.9%	3.9%	-4.0%	-4.8%
CC(C)Sc1cc(N2CCOCC2)nc(-c2ccc(Cl)cc2)n1	-14.6%[38.3 µM]	2.5%	-2.2%	3.4%	-18.0%	2.2%	9.3%
COc1ccc(N2CCN(C(=O)CSc3nnc(NC(=O)C4CCC4)s3)CC2)cc1	-3.0%	0.3%	6.4%[10 µM]	-0.9%	.	.	1.7%[9.22 µM]
Cc1cc(C)n(-c2ccc(C(=O)Nc3cc(C(F)(F)F)ccc3N3CCOCC3)cc2)n1	-25.3%[38.3 µM]	3.0%	9.8%	1.3%	6.1%	2.2%	6.9%
O=C(Nc1ccc2oc(-c3ccccc3F)nc2c1)c1ncn[nH]1	16.3%[38.3 µM]	-14.3%	-81.9%[inhibitor]	5.8%	14.1µM*	?	6.2%
COc1ccc(C(C(=O)NC2CCCCC2)N(C(=O)Cc2c[nH]c3ccccc23)c2ccccc2)cc1OC (stereo not given)	5.6%	1.9%	10.1%[10 µM]	-9.0%	-41.6%[inhibitor]	?	3.9%
Cc1cc(NC(=O)C(=O)c2c(C)[nH]c3ccccc23)no1	-1.5%	3.0%	-11.6%	-3.9%	-22.0%	8.6%[46 µM]	-19.3%
NCCn1c(=O)c(CCc2ccccc2)nc2cncnc21	29.8%	.	-37.9%[inhibitor]	.	.	-6.5%	.
CCOC(=O)C1C(=O)C=C(c2ccc(NS(C)(=O)=O)cc2)CC1c1ccco1 (stereo not given)	-11.9%[38.3 µM]	-0.9%	-0.8%	-0.3%	-10.9%	13.6%	32.8%
CC1(C)CC2CC(C)(CN2C(=O)COC(=O)c2n[nH]c(=O)c3ccccc23)C1 (stereo not given)	17.7%[38.3 µM]	0.4%	-4.7%	2.4%	0.8%	2.3%	8.7%
Nc1nc(SCC(=O)N2CCCCC2)[nH]c(=O)c1NC(=O)c1cccs1	.	.	-2.0%[10 µM]	2.5%	.	.	0.4%[9.22 µM]
CC(NC(=O)c1cccc(F)c1)C(c1cccs1)N1CCN(C)CC1 (stereo not given)	23.2%[38.3 µM]	2.1%	-1.9%	5.3%	-7.3%	13.5%	-8.3%
CCOC(=O)C(C)n1cnc2c(nnn2-c2ccc(OC)cc2)c1=O (stereo not given)	-27.8%[38.3 µM]	-1.9%	-4.4%[0.074 µM]	9.2%	-5.9%	4.4%	20.4%
CCOC(=O)N1CCN(Cc2nc(N)nc(Nc3ccccc3C)n2)CC1	21.8%[38.3 µM]	18.5%	-13.6%	-22.2%	1.5%	-2.7%	16.8%
CCN(CC)C(=O)C(=O)c1cn(CC(=O)N2CCc3ccccc3C2)c2ccccc12	6.9%	.	-19.2%	0.3%	.	.	12.2%
O=C(Nc1cccc(C(=O)O)c1)/C(=C\c1ccccc1)NC(=O)c1ccccc1Cl	.	.	-20.2%	1.2%	.	1.7%	?
O=C(N1CCOCC1)N1CCN(c2ccc(F)cc2)CC1	7.5%[38.3 µM]	-3.1%	-3.2%	0.2%	-14.3%	15.5%	13.0%
CCOc1ccc2ncc(S(=O)(=O)c3ccc(C)cc3)c(N3CCC4(CC3)OCCO4)c2c1	.	.	-5.9%[10 µM]	-8.4%	.	?	?
O=C(Nc1ccccc1)c1cc2ccccc2[nH]1	-4.6%	-10.7%	-7.4%[10 µM]	-6.3%	11.2µM*	?	-8.2%
CC(NCc1cccn1C)c1ccccc1 (stereo not given)	7.5%[38.3 µM]	-0.8%	6.7%	-0.9%	-3.5%	-1.1%	-4.7%
Cc1c(O)ccc(-c2[nH]ncc2-c2nc3ccccc3s2)c1O	54.5%[activator][38.3 µM]	-2.3%	12.6%	-9.6%	3.6%	?	-24.7%
Cc1ccc(NC(=O)C2CCN(S(C)(=O)=O)CC2)cc1	-1.5%[38.3 µM]	1.7%	17.9%	1.9%	3.4%	0.8%	5.8%
Cc1nnc(NC(=O)CSc2nnnn2Cc2ccccc2)s1	5.2%[38.3 µM]	0.4%	?	5.0%	22.7%	-0.6%	0.355µM*
Clc1ccc2nnnc(-c3ccccc3)c2c1	1.0%	1.5%	.	-3.0%	-98.9%[inhibitor]	?	.
CCn1c(SCC(=O)NCC2CCCO2)nnc1-c1c[nH]c2ccccc12 (stereo not given)	6.7%[38.3 µM]	2.1%	5.5%[0.074 µM]	10.0%	-18.4%	-1.1%	10.7%
CCOC(=O)C1(Cc2cccc(OC)c2)CCN(Cc2ccc3c(c2)OCCO3)CC1	19.0%	-0.2%	27.6%[10 µM]	-3.2%	.	1.3%[46 µM]	-3.9%[9.22 µM]
Cc1ccc(N/C(=N/S(=O)(=O)c2cccs2)c2ccccc2)c(C)c1	5.3%	3.0%	-26.8%	3.4%	-13.5%	.	-29.2%
CC(C)NC(=O)NCCCCCCS(C)=O (stereo not given)	0.6%	.	-4.3%[10 µM]	11.9%	.	.	9.8%[9.22 µM]
Cc1ccc(-c2ccc(/C=C/C(=O)c3ccccc3)o2)cc1	2.9%	0.2%	2.7%[1.9 µM]	-19.9%	13.6%	?	?
CNC(=O)c1cc2c(=O)n3cc(C)ccc3nc2n(C(C)C)c1=N	-15.6%[38.3 µM]	-0.3%	3.2%[10 µM]	2.6%	-3.2%	13.5%	-7.2%
COC(=O)c1nn(-c2ccccc2)ccc1=O	19.1%[38.3 µM]	17.4%	4.5%	3.9%	-13.2%	8.8%	8.4%

Reformatted: results already given
Each structure is followed by: IMPase Li inh | Luc counter | HTT ATP protect | CBFb RUNX1 block | SMN2 splice up | Lamin A splicing | HTT aggregate
> CNC(=O)c1cc2c(=O)n3cc(C)ccc3nc2n(C(C)C)c1=N
→ -15.6%[38.3 µM] | -0.3% | 3.2%[10 µM] | 2.6% | -3.2% | 13.5% | -7.2%
> COC(=O)c1nn(-c2ccccc2)ccc1=O
→ 19.1%[38.3 µM] | 17.4% | 4.5% | 3.9% | -13.2% | 8.8% | 8.4%
